Assay outcomes (PubChem BioAssay)
14-3-3 PPI: alters human 14-3-3 gamma binding to Raf peptide. FP, 14-3-3gamma / TMR-pS259-Raf peptide binding. inhibition, % at 40 µM. AID 422. P61981. 160,000 compounds, 0.19% hits; in the data active = inhibition above about 30%;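 note: 0% = protein plus tracer without compound and 100% = blank with tracer alone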
Target sequence (P61981 whole entry, looked up): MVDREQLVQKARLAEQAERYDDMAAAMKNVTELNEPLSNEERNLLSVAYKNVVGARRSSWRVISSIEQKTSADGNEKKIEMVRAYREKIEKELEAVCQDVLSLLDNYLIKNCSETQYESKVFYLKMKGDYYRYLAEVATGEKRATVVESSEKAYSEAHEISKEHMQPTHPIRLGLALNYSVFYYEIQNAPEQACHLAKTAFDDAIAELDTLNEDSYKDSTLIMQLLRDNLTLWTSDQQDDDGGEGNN
Active calls of the source: *; & = joins results of further samples. Only part of the results is shown (hit frequency here may not be typical).

14-3-3 PPI,Structure
-14,CCOC(=O)C1=C(N)n2c(s/c(=C\c3cccs3)c2=O)=C(C(=O)OCC)C1c1cccs1 (configuration not stated)
7,O=C(Nc1ccccc1Br)c1c(Cl)nc(Cl)c(Cl)c1Cl
6,CC1=C(C(=O)N2CCOCC2)C(c2ccc(C)c([N+](=O)[O-])c2)C2=C(CC(C)(C)CC2=O)N1 (configuration not stated)
1,Cc1ccc(-n2c(O)c(/C=N/n3cnnc3)c3ccccc3c2=O)cc1
-16,Cc1ccc2c(Cl)c(C(=O)Nc3ccccc3C)sc2c1
-6,CCC1C(=O)N=C(SCC(=O)Nc2cccc3ccccc23)NC1=O (configuration not stated)
-9,COc1ccc(OC)c(NC(=O)c2cc3nc(-c4cccs4)cc(C(F)(F)F)n3n2)c1
1,Cc1ccc(-c2cc(C(F)(F)F)n3ncc(C(=O)N(C)CCc4ccccn4)c3n2)cc1
6,O=C(CC1SC(=Nc2ccccc2)N(CCCc2ccccc2)C1=O)Nc1ccccc1[N+](=O)[O-] (configuration not stated)
-7,Cc1cccc(-n2nc3c(c2NC(=O)C24CC5CC(CC(C5)C2)C4)CSC3)c1C
0,CC1CC(C)CN(c2ccc(N3C(=O)C4CCCCC4C3=O)cc2[N+](=O)[O-])C1 (configuration not stated)
-1,CC(=O)c1ccc(NC(=O)Cn2nc(C)cc2C)cc1
-1,Cc1[nH]c2ccccc2c1-c1nc2ccccc2[nH]1
2,Cc1oc2cc(Br)c(OCC(=O)C(C)(C)C)cc2c1C(=O)OC(C)C
-7,COC(=O)c1ccc(CSc2nc3c([nH]c4ccccc43)c(=O)n2-c2ccc(F)cc2)o1
1,CCOC(=O)COc1ccc([N+](=O)[O-])cc1
-1,CN1Cc2cc(Br)ccc2NC1=O
2,Nc1ncnc2c1ncn2CCNCCc1ccccc1
-2,CCOc1c(Br)cc(C2C(C(=O)OC)=CN(C(C)C)C=C2C(=O)OC)cc1OC
-6,CCOc1nc(C)ccc1-c1noc(-c2ccco2)n1
6,C=CCOc1ccc(/C(O)=C2\C(=O)C(=O)N(Cc3cccnc3)C2c2ccc(Br)cc2)c(C)c1 (configuration not stated)
1,Cn1c(N)c(C(=O)COC(=O)CCCc2c[nH]c3ccccc23)c(=O)n(C)c1=O
-9,CN1CC2(Cc3c1ccc1ccccc31)C(=O)OC(C)(C)OC2=O
-5,CCC(C)c1c(O)nc2n(c1=O)CCCS2 (configuration not stated)
-6,CCOc1ccc(NS(=O)(=O)c2ccc(OC)c(OC)c2)cc1

(continued)
14-3-3 PPI,Structure
0,Cc1cccc(NC(=O)c2ccc(OCc3ccccc3Cl)cc2)n1
3,Cc1cc(NCc2ccccc2)nc(-c2ccccc2O)n1
-3,O=C(CSC1=NCCS1)N1CCCCCC1
-3,Cc1ccccc1CN1C(=O)CSc2ccc(C(=O)NC(C)CCc3ccccc3)cc21 (configuration not stated)
-3,COc1ccc([N+](=O)[O-])cc1NC(=O)c1c([N+](=O)[O-])cnn1C
-7,O=C(CCc1ccccc1)NC(c1cccs1)c1cc(Cl)c2cccnc2c1O (configuration not stated)
-363,CN1c2c(ccc3cccnc23)C(C)(C)C12C=Cc1cc([N+](=O)[O-])ccc1O2 (configuration not stated)
-1,Cc1ccccc1C(=O)Nc1sc2c(c1C(=O)N1CCOCC1)CCC2
-8,COc1ccccc1NC(=O)c1cc2cc([N+](=O)[O-])ccc2oc1=N
-2,CCN(CC)S(=O)(=O)c1cccc(-c2nnc(SC(C)C(=O)NCCC3=CCCCC3)o2)c1 (configuration not stated)
10,CN1C=CC(=C2C(=O)c3ccccc3C2=O)C=C1
0,COc1cccc(-c2noc(C3CCCN(C(=O)Cc4ccccc4)C3)n2)c1 (configuration not stated)
-43,CCCCCCCNC1CC(=O)N(c2cccc(Cl)c2)C1=O (configuration not stated)
5,CC(C)c1nnc(NC(=O)C(C(C)C)N2C(=O)c3ccccc3C2=O)s1 (configuration not stated)
2,COc1cccc(C=Cc2nc3ccccc3c(=O)n2-c2ccc(C)c(C)c2)c1OC
-12,COc1ccc(NC(=O)CC23CC4CC(CC(C4)C2)C3)cc1
-61,CCc1nnc(NC(=O)c2cc3c([nH]c4ccccc43)c(C)n2)s1
-6,COCCCNC(=O)CN(c1cccc(Cl)c1)S(C)(=O)=O
-8,CCOc1ccc(-n2c(=O)c3c(C)c(C)sc3n(CC(=O)Nc3ccc(CC)cc3)c2=O)cc1
-5,CCNC(=O)COn1c(SCC(=O)NCC)nc2ccccc2c1=O
-6,CC(C)c1nc(-c2c(N)n(C)c(=O)n(C)c2=O)sc1C(=O)C(C)(C)C
-6,Cc1nc2ncnn2c(C)c1CCC(=O)NCCC1=CCCCC1
2,COc1ccc(C2(C(=O)NCC3CCCO3)CCOCC2)cc1 (configuration not stated)
0,Cn1c(=O)oc2ccccc21
-7,COc1ccc(CCN2C(=O)CSC2c2ccc3c(c2)OCO3)cc1OC (configuration not stated)

Retrieved by compound from above (four):
14-3-3 PPI,Structure
3,Cc1cc(NCc2ccccc2)nc(-c2ccccc2O)n1
-5,CCNC(=O)COn1c(SCC(=O)NCC)nc2ccccc2c1=O
-3,Cc1ccccc1CN1C(=O)CSc2ccc(C(=O)NC(C)CCc3ccccc3)cc21 (configuration not stated)
-6,CCOc1nc(C)ccc1-c1noc(-c2ccco2)n1

(further entries)
14-3-3 PPI,Structure
-9,C=CCN(c1nc(C)cc(OC)n1)S(=O)(=O)c1ccccc1
5,COc1ccc(C(=O)NCCc2ccc(S(N)(=O)=O)cc2)cc1[N+](=O)[O-]
8,CC(=O)N1c2c(cc(Br)cc2S(=O)(=O)NCC2COc3ccccc3O2)CC1C (configuration not stated)
0,CCCCCCC(=O)NCC(=O)OCC(=O)c1ccccc1
-10,COc1ccc(NC2=C(C(C)=O)C(c3ccc(OC)cc3)C(C(C)=O)C(C)(O)C2)cc1 (configuration not stated)
-11,O=C(C1CCCN(S(=O)(=O)c2cccc3nonc23)C1)N1CCC(Cc2ccccc2)CC1 (configuration not stated)
-1,COc1ccc(Nc2nc3ccccc3nc2NS(=O)(=O)c2ccccc2)cc1OC
-9,COCCOC(=O)C1=C(C)NC2=C(C(=O)CC(C)(C)C2)C1c1ccncc1 (configuration not stated)
1,COc1ccccc1NC(=O)c1ccccc1NS(=O)(=O)N1CCCC1
-73,COc1ccc(OC)c(C2CC(c3ccc(Br)cc3)=NN2S(C)(=O)=O)c1 (configuration not stated)
-8,O=[N+]([O-])c1ccc(S(=O)(=O)NCCCO)cc1
1,Cc1ccc(C(=O)O)cc1NC(=O)CCC(=O)O
-6,COc1cc(-c2nc(Nc3ccc(C)cc3Br)c3ccccc3n2)cc(OC)c1OC
1,CC12CN(C(=O)c3ccccc3)C3(C#N)CC1CCC23C (configuration not stated)
-1,Clc1cccc(Nc2c3c(nc4ccc(Cl)cc24)CCC3)c1
1,CCCCn1c(SCc2cc(=O)[nH]c3ccccc23)nc2c1c(=O)n(C)c(=O)n2C
-3,CCOCCCNC(=O)C1CCC(=O)N1C1CCCC1 (configuration not stated)
-14,O=C(NCc1ccccn1)c1ccc(Cl)cc1[N+](=O)[O-]
-3,Cc1ccc(-n2nc3cc(C)c(NC(=O)c4ccc(C)c([N+](=O)[O-])c4)cc3n2)cc1
1,O=C(Nc1nc(-c2ccc([N+](=O)[O-])cc2)cs1)c1cccc2ccccc12
5,CCc1nc(SCC(=O)NCc2ccco2)c2c(=O)n(C)c(=O)n(C)c2n1
-4,COc1ccc(OC)c(S(=O)(=O)NCc2cn3c(C)csc3n2)c1
-10,O=C(c1ccc(F)cc1)c1coc2ccc(O)cc12
-17,Cc1oc2ccc(NS(=O)(=O)c3ccc4c5c(cccc35)C(=O)N4)cc2c1C(=O)OC(C)C
-1,Cc1ccc2[nH]c3c(NCCN4CCOCC4)ncnc3c2c1

More structures follow.
14-3-3 PPI,Structure
-24,O=C(Nc1ccc(-c2nc3ccc(NC(=O)c4ccc(Br)o4)cc3[nH]2)cc1)c1ccc(Br)o1
1,CC1=C(C(=O)OC2CCCCC2)C(c2ccc(O)cc2)C2=C(CC(C)(C)CC2=O)N1 (configuration not stated)
-26,COC(=O)c1c(NC(=O)c2cc3ccccc3c(=O)o2)sc(C)c1C
-10,CCOC(=O)C1CCN(Cc2nc3ccccc3c(=O)n2-c2ccc(OCC)cc2)CC1
-3,O=C(Nc1ncc(Cc2cccc([N+](=O)[O-])c2)s1)c1ccc(Br)cc1
-1,Cn1nc(-c2ccc(OCC(=O)Nc3cccnc3)cc2)c2ccccc2c1=O
-2,Cc1ccc(C(=O)CSc2nnc(-c3ccco3)n2CC2CCCO2)cc1 (configuration not stated)
1,CCOC(=O)C1=C(N)OC2=C(C(=O)CC(C)(C)C2)C1c1ccccc1[N+](=O)[O-] (configuration not stated)
-4,Cc1nc2ccc(S(=O)(=O)NCC(=O)N3CCN(c4ccccn4)CC3)cc2s1
-7,COc1ccc(-c2nc(NC3CCCCC3)c3ccccc3n2)cc1OC
-8,Clc1ccc(CSc2nc3ncccc3[nH]2)cc1
-1,CC(C)COC(=O)COc1ccc2c(=O)c(Oc3ccccc3Br)coc2c1
-5,Cc1ccc(N2C(=O)c3ccccc3C2=O)c([N+](=O)[O-])c1
-2,Cc1oc(-c2cccc(Cl)c2)nc1CN1CCCC(C(=O)NCc2ccco2)C1 (configuration not stated)
-12,Cc1c(N(C)C)nc2ccccc2c1N
-1,COc1ccc2cc3cc(C(=O)Nc4ccccc4F)oc3nc2c1
5,CCOC(=O)c1c(O)cc(C)cc1Nc1ccccc1
-7,COc1ccc(-c2nc(C#N)c(NCCc3ccccc3)o2)cc1OC
-3,COc1cc2c(cc1OC)C1C(C(=O)N3CCN(c4ccccc4OC)CC3)c3ccccc3C(=O)N1CC2 (configuration not stated)
-7,CCOC(=O)c1c(NC(=O)c2ccc(OCC(C)C)cc2)sc2c1CC(C)(C)SC2
-10,COc1cc(S(=O)(=O)N(Cc2ccco2)C2CCCC2)ccc1-n1cnnn1
9,CN(c1ccccc1)S(=O)(=O)Cc1ccccc1
-5,COc1ccc2[nH]cc(CCC(=O)O)c2c1
0,Cc1cccc(C2CC(c3ccccc3)Nc3nc(N)nn32)c1 (configuration not stated)
-3&-1,O=C(COc1ccccc1Cl)Nc1ccc2c(c1)OCCO2

Of the compounds above, 2 have a tert-butyl group.
14-3-3 PPI,Structure
2,Cc1oc2cc(Br)c(OCC(=O)C(C)(C)C)cc2c1C(=O)OC(C)C
-6,CC(C)c1nc(-c2c(N)n(C)c(=O)n(C)c2=O)sc1C(=O)C(C)(C)C

(more compounds)
14-3-3 PPI,Structure
5,Cn1cc(Cl)c(C(=O)Nc2nc3ccccc3s2)n1
-22,CC1=C(C(=O)OC(C)C)C(c2ccc(-c3ccc(Cl)cc3)o2)C(C(=O)OC(C)C)=C(C)N1
-14,COc1ccc(CCNC(=O)c2ccc3c(c2)nc(C)n3-c2cccc(C)c2)cc1OC
-11,Cc1cccc(C)c1N(C)S(=O)(=O)c1ccc2[nH]cc(C(=O)NCc3cccnc3)c(=O)c2c1
-1,C=CCN(C(=O)CNS(=O)(=O)c1ccccc1)C(C(=O)NCCOC)c1ccncc1 (configuration not stated)
-8,CC(C)=CC(=O)Nc1ccc(Br)cc1
-7,O=C(Nc1ccccc1)Nc1ccccc1C(=O)NCc1ccco1
0,COc1cccc(-n2nc(C(=O)Nc3ccc(F)cc3)c3ccccc3c2=O)c1
-22,CC(=O)c1cc2ccccc2o1
6,CCOC(=O)C1C(=O)C=C(c2ccc(OC)cc2)CC1c1ccccc1C (configuration not stated)
-164,CCN1CCc2nc3sc(C(=O)c4ccccc4)c(N)c3cc2C1
-3,O=C(C1CCC(Cn2c(=S)[nH]c3ccccc3c2=O)CC1)N1CCN(c2cccc(Cl)c2)CC1 (configuration not stated)
2,COC(=O)C1=C(C)NC2=C(C(=O)CC(c3ccc(OC)c(OC)c3)C2)C1c1cccc(C)c1 (configuration not stated)
-99,S=C(Nc1nc2ccc3ccccc3c2s1)c1ccccc1
-3,O=C(CC1CS(=O)(=O)CC1CC(=O)Nc1cccc(C(F)(F)F)c1)Nc1cccc(C(F)(F)F)c1 (configuration not stated)
-7,O=[n+]1c2c(n([O-])c3cc(Br)ccc31)CCC2
-5,CC(=O)c1c(C)oc2c1cc(OC(=O)c1ccco1)c1ccccc12
-4,O=c1c2cc(N3CCOCC3)ccc2[nH]c(=S)n1Cc1ccccc1Cl
-3,Cc1nnc(NCc2ccco2)c2ccccc12
0,COc1ccc(CN2C(=O)NC3(CCCCCC3)C2=O)cc1F
-1,CCCOc1ccc(/C(O)=C2/C(=O)C(=O)N(CCN(C)C)C2c2ccc(O)c(OC)c2)cc1 (configuration not stated)
2,COC(=O)c1cn(-c2ccccc2)nc1-c1cccnc1
1,COc1cccc(-c2nnc(SCc3nc4ccccc4[nH]3)n2N)c1
6,Cc1ccc(-c2cc(C(=O)NCCC(C)C)c3ccccc3n2)cc1C
-5,CSc1nc(=NC(C)=O)ss1

Structural class, those above containing a thiophene ring, fused or not.
14-3-3 PPI,Structure
-14,CCOC(=O)C1=C(N)n2c(s/c(=C\c3cccs3)c2=O)=C(C(=O)OCC)C1c1cccs1 (configuration not stated)
-16,Cc1ccc2c(Cl)c(C(=O)Nc3ccccc3C)sc2c1
-9,COc1ccc(OC)c(NC(=O)c2cc3nc(-c4cccs4)cc(C(F)(F)F)n3n2)c1
-7,O=C(CCc1ccccc1)NC(c1cccs1)c1cc(Cl)c2cccnc2c1O (configuration not stated)
-1,Cc1ccccc1C(=O)Nc1sc2c(c1C(=O)N1CCOCC1)CCC2
-8,CCOc1ccc(-n2c(=O)c3c(C)c(C)sc3n(CC(=O)Nc3ccc(CC)cc3)c2=O)cc1
-26,COC(=O)c1c(NC(=O)c2cc3ccccc3c(=O)o2)sc(C)c1C
-7,CCOC(=O)c1c(NC(=O)c2ccc(OCC(C)C)cc2)sc2c1CC(C)(C)SC2
-164,CCN1CCc2nc3sc(C(=O)c4ccccc4)c(N)c3cc2C1

The list continues.
14-3-3 PPI,Structure
2,COC(=O)C1=C(C)NC(=S)NC1c1ccccc1OC (configuration not stated)
-12,Cc1c(C(=O)NC(C)(C)C)sc2nc(-c3ccccc3)cn12
-16,FC(F)(F)c1cc(-c2cccs2)nc(NCc2cccnc2)n1
-2,O=C(O)CNC(=O)c1cccc(I)c1
